Compound activity from PubChem BioAssay.
C1s block – human complement C1s inhibition; mean inhibition % of two 10-compound mixtures (stronger effect = higher value), % at 5 µM (by protocol); AID 538; 62,000 compounds, 0.16% hits; P09871; purified C1s, fluorogenic AMC substrate, pooled mixtures;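 active means inhibition above 20% in each of the two 10-compound mixture wells holding the compound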;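 further: 0% = enzyme wells lacking compound mixture and 100% = no-enzyme blank wells; some compounds called inactive have numbers as strong as hits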
CatS inh – inhibitors of human cathepsin S; P25774; inhibition, %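 (tested at 5 µM per compound within 10-compound mixtures)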; recombinant cathepsin S, AMC dipeptide fluorescence, pooled mixtures; AID 501; 62,000 compounds, 0.06% hits; in the data active means inhibition above about 32%, passing the limit was not always enough; inconclusive means no clear call, values can overlap the other calls;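 further: 0% = enzyme without compound and 100% = blank without enzyme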
Target sequence (P25774 115-331 limits assumed): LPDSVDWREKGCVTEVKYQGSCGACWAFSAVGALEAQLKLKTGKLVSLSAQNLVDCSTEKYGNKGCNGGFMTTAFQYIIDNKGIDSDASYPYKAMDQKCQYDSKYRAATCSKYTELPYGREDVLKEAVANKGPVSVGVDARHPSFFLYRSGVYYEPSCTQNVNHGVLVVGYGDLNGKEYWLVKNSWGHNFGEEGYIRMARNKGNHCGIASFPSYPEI
PKA inh – PKA (human) kinase inhibition; P17612; PKA Kemptide phosphorylation, Kinase-Glo ATP luminescence; inhibition, % at 6 µM; 65,000 compounds, 0.1% hits; AID 524;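 active means inhibition above the screen-wide mean inhibition plus 3 SD, cut at about 21% in these data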; further: many of its hits are not listed in these tables
ROCK2 inh – inhibitors of human Rho kinase 2 | inhibition, % at 6 µM | 60,000 compounds, 0.35% hits | purified ROCK2, Kinase-Glo ATP depletion luminescence | O75116;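 active means inhibition above the screen-wide mean inhibition plus 3 SD, cut at about 18% in these data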;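 further: plate controls were DMSO wells for no effect and Y-27632 control wells after no-enzyme background subtraction for full effect; many of its hits are not listed in these tables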
CatB inh – inhibitors of human cathepsin B; P07858; AID 453; inhibition, %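 (tested at 10 µM)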; purified cathepsin B, fluorogenic substrate, fluorescence; 63,000 compounds, 0.1% hits; in the data active means inhibition above about 21%;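 further: 0% = enzyme with no compound and 100% = no enzyme blank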
CatL inh – blocks human cathepsin L protease activity | P07711 | purified cathepsin L, fluorogenic substrate, fluorescence | inhibition, %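 (tested at 10 µM)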 | 58,000 compounds, 0.17% hits | AID 460; in the data active means inhibition above about 45%;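 further: 0% = enzyme with no compound and 100% = no enzyme blank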
Target sequence (P07711 114-288 limits assumed): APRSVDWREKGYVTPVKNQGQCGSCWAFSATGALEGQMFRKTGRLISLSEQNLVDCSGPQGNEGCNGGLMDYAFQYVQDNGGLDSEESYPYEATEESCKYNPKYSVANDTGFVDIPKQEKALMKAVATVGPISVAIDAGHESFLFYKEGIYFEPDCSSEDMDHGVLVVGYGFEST
Target sequence (P07711 292-333 limits assumed): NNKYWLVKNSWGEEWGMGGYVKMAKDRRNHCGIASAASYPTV
HER2 expr 66K – lowers expression of human Her2 kinase; P04626; SKBR-3 HER2 protein level, AlphaScreen, 18-24 h; stronger effect = lower value; HER2 level % of control, % at 10 µM; 65,000 compounds, 0.69% hits; AID 645;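 active means HER2 level under 5% of the carrier-only control; inconclusive means no clear call, values can overlap the other calls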;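 further: 100% = DMSO carrier and 0% = 500 nM PU-H71 HSP90 inhibitor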
Cathepsin G inh – blocks human cathepsin G enzyme activity; P08311; inhibition, % at 5 µM (by protocol); purified enzyme, AMC-tetrapeptide fluorescence, pooled mixtures; 62,000 compounds, 0.2% hits;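 active means inhibition above 20% in each of the two mixture wells holding the compound; inactive means inhibition of 20% or less in either well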;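 further: 0% = enzyme control without mixture and 100% = blank lacking enzyme; strong numbers were not always called active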
Target sequence (P08311 21-244 limits assumed): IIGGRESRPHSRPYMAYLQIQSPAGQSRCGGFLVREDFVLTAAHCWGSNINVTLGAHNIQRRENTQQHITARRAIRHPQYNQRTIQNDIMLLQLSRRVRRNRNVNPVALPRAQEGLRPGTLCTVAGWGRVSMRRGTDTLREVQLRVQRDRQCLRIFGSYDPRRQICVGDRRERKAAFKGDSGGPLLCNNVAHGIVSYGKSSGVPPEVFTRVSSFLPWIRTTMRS
CatB mix inh – inhibitors of human cathepsin B in compound mixtures; Purified cathepsin B, AMC dipeptide fluorescence; inhibition, %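 (ten-compound pools at 5 µM per compound and 50 µM total)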; 62,000 compounds, 0.06% hits; in the data active means inhibition above about 22%, passing the limit was not always enough; inconclusive means no clear call, values can overlap the other calls;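 further: 0% = enzyme without compound and 100% = no enzyme blank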
The depositor's hits bear a star. Not all compounds are listed; the hit share may differ from the screen's.

Start of the listing, in advance, six compounds:
Results for Cc1cccc2cc(CN(Cc3nnnn3Cc3ccco3)C3CCCC3)c3nnnn3c12 ?
C1s block: -6; CatS inh: 35; PKA inh: 7; ROCK2 inh: 2; CatB inh: 5; CatL inh: -3; HER2 expr 66K: 81; Cathepsin G inh: -8; CatB mix inh: 6

How did CS(=O)(=O)N1CCN(c2ccc(NC(=O)c3ccc(Br)o3)cc2)CC1 do in these assays?
C1s block: 2; CatS inh: 1; PKA inh: 0; ROCK2 inh: 0; CatB inh: 2; CatL inh: -11; HER2 expr 66K: 115; Cathepsin G inh: -10; CatB mix inh: 5

Results for CCCCN(C(=O)Cn1nnc2ccccc21)C(C(=O)NCCOC)c1ccc(OC)cc1OC (stereo not given) ?
C1s block: 7; CatS inh: 13; PKA inh: 5; ROCK2 inh: 5; CatB inh: 1; CatL inh: 6; HER2 expr 66K: 116; Cathepsin G inh: 7; CatB mix inh: 1

What do the screens show for `Cc1nc2cc(NC(=O)N3CC4(C)CC3CC(C)(C)C4)ccc2n1C` (stereo not given)?
C1s block: -3; CatS inh: 9; PKA inh: 10; ROCK2 inh: 10; CatB inh: 2; CatL inh: -2; HER2 expr 66K: 138; Cathepsin G inh: -2; CatB mix inh: 0

How did COC(=O)c1[nH]c2ccc(Br)cc2c1NC(=O)CN1CCN(C2CCCCC2)CC1 do in these assays?
C1s block: 13; CatS inh: -4; PKA inh: 2; ROCK2 inh: 2; CatB inh: 0; CatL inh: -5; HER2 expr 66K: -21*; Cathepsin G inh: 12; CatB mix inh: 4

Results for O=C1C(C=NCc2cccnc2)=C(O)c2ccccc21 ?
C1s block: 18; CatS inh: -25; PKA inh: -2; ROCK2 inh: -1; CatB inh: 4; HER2 expr 66K: 61; Cathepsin G inh: 11; CatB mix inh: 4

The whole of this part (from the top)
Results for Cc1cccc2cc(CN(Cc3nnnn3Cc3ccco3)C3CCCC3)c3nnnn3c12 ?
C1s block: -6; CatS inh: 35; PKA inh: 7; ROCK2 inh: 2; CatB inh: 5; CatL inh: -3; HER2 expr 66K: 81; Cathepsin G inh: -8; CatB mix inh: 6

How did CS(=O)(=O)N1CCN(c2ccc(NC(=O)c3ccc(Br)o3)cc2)CC1 do in these assays?
C1s block: 2; CatS inh: 1; PKA inh: 0; ROCK2 inh: 0; CatB inh: 2; CatL inh: -11; HER2 expr 66K: 115; Cathepsin G inh: -10; CatB mix inh: 5

Results for CCCCN(C(=O)Cn1nnc2ccccc21)C(C(=O)NCCOC)c1ccc(OC)cc1OC (stereo not given) ?
C1s block: 7; CatS inh: 13; PKA inh: 5; ROCK2 inh: 5; CatB inh: 1; CatL inh: 6; HER2 expr 66K: 116; Cathepsin G inh: 7; CatB mix inh: 1

What do the screens show for `Cc1nc2cc(NC(=O)N3CC4(C)CC3CC(C)(C)C4)ccc2n1C` (stereo not given)?
C1s block: -3; CatS inh: 9; PKA inh: 10; ROCK2 inh: 10; CatB inh: 2; CatL inh: -2; HER2 expr 66K: 138; Cathepsin G inh: -2; CatB mix inh: 0

How did COC(=O)c1[nH]c2ccc(Br)cc2c1NC(=O)CN1CCN(C2CCCCC2)CC1 do in these assays?
C1s block: 13; CatS inh: -4; PKA inh: 2; ROCK2 inh: 2; CatB inh: 0; CatL inh: -5; HER2 expr 66K: -21*; Cathepsin G inh: 12; CatB mix inh: 4

Results for O=C1C(C=NCc2cccnc2)=C(O)c2ccccc21 ?
C1s block: 18; CatS inh: -25; PKA inh: -2; ROCK2 inh: -1; CatB inh: 4; HER2 expr 66K: 61; Cathepsin G inh: 11; CatB mix inh: 4

Results for Cc1ccc(C(=O)NC2CCCc3ccccc32)o1 (stereo not given) ?
C1s block: -2; CatS inh: 3; PKA inh: -3; ROCK2 inh: 1; CatB inh: 1; CatL inh: 0; HER2 expr 66K: 93; Cathepsin G inh: 4; CatB mix inh: -2

Results for O=C(Cc1c(C(=O)O)[nH]c2ccccc12)NC1CCN(Cc2ccccc2)CC1 ?
C1s block: 1; CatS inh: -1; PKA inh: 0; CatB inh: -2; CatL inh: -1; Cathepsin G inh: 11; CatB mix inh: 8

What do the screens show for `COc1cccc(CN2C(=O)CN(C3CCCCC3)C(=O)C2c2ccc(F)cc2)c1` (stereo not given)?
C1s block: -186; CatS inh: -7; PKA inh: -1; CatB inh: 2; HER2 expr 66K: 114; Cathepsin G inh: -14; CatB mix inh: -11

How did CCC1CCCCN1C(=O)Cn1c(=O)n(CCC(=O)NCc2ccco2)c(=O)c2sccc21 (stereo not given) do in these assays?
C1s block: 0; CatS inh: -13; PKA inh: -1; ROCK2 inh: -2; CatB inh: -7; CatL inh: 7; HER2 expr 66K: 80; Cathepsin G inh: -1; CatB mix inh: 4

Results for COc1ccc(C2C(C(C)=O)=C(O)C(=O)N2CCO)c(OC)c1 (stereo not given) ?
C1s block: 2; CatS inh: -10; PKA inh: 19; ROCK2 inh: 5; CatB inh: 1; CatL inh: 5; HER2 expr 66K: 153; Cathepsin G inh: 10; CatB mix inh: 0

Results for CCN(CC)C(=O)N1c2ccccc2CC(N(CC)CC)c2ccccc21 (stereo not given) ?
C1s block: -6; CatS inh: -2; PKA inh: -3; ROCK2 inh: 5; CatB inh: 0; CatL inh: 1; HER2 expr 66K: 90; Cathepsin G inh: -2; CatB mix inh: 4

The final two entries of the section above come first, to join the parts:
Results for COc1ccc(C2C(C(C)=O)=C(O)C(=O)N2CCO)c(OC)c1 (stereo not given) ?
C1s block: 2; CatS inh: -10; PKA inh: 19; ROCK2 inh: 5; CatB inh: 1; CatL inh: 5; HER2 expr 66K: 153; Cathepsin G inh: 10; CatB mix inh: 0

Results for CCN(CC)C(=O)N1c2ccccc2CC(N(CC)CC)c2ccccc21 (stereo not given) ?
C1s block: -6; CatS inh: -2; PKA inh: -3; ROCK2 inh: 5; CatB inh: 0; CatL inh: 1; HER2 expr 66K: 90; Cathepsin G inh: -2; CatB mix inh: 4

What do the screens show for `Cc1occc1-c1nnc(SCC(=O)Nc2nccs2)n1Cc1ccco1`?
C1s block: 1; CatS inh: 5; PKA inh: 5; ROCK2 inh: 3; CatB inh: 3; CatL inh: 22; HER2 expr 66K: 77; Cathepsin G inh: 10; CatB mix inh: 2

What do the screens show for `CC1CCN(CCCNC(=O)c2ccc(CS(=O)(=O)Cc3ccccc3F)o2)CC1`?
C1s block: 2; CatS inh: 9; PKA inh: 6; CatB inh: 6; CatL inh: 5; HER2 expr 66K: 120; Cathepsin G inh: 10; CatB mix inh: 1

Results for CC(C)(C)C(=O)Nc1ccccc1C(=O)Nc1cccnc1 ?
C1s block: 5; CatS inh: 2; PKA inh: 11; ROCK2 inh: 4; CatB inh: 6; HER2 expr 66K: 107; Cathepsin G inh: 9; CatB mix inh: 4

How did CC(=O)c1c(N2CCOCC2)nc(=S)n(Cc2ccccc2)c1C do in these assays?
C1s block: -12; CatS inh: -6; PKA inh: 5; ROCK2 inh: 3; CatB inh: 2; CatL inh: 2; HER2 expr 66K: 75; Cathepsin G inh: -5; CatB mix inh: -2

Results for COc1cc(NC(=O)c2cc3c(=O)n(C)c4ccccc4c3n2C)cc(OC)c1OC ?
C1s block: -14; CatS inh: inconclusive; PKA inh: 6; ROCK2 inh: 4; CatB inh: -3; CatL inh: -3; HER2 expr 66K: 73; Cathepsin G inh: 0; CatB mix inh: 5

How did COc1ccccc1-c1n[nH]c(=S)n1-c1ccccc1 do in these assays?
C1s block: 2; CatS inh: 3; PKA inh: 10; ROCK2 inh: 7; CatB inh: 3; CatL inh: 8; HER2 expr 66K: 89; Cathepsin G inh: 8; CatB mix inh: -1

Results for CCCN1c2cccc3cccc(c23)S1(=O)=O ?
C1s block: 8; CatS inh: -2; PKA inh: 1; CatB inh: -3; CatL inh: -4; HER2 expr 66K: 115; Cathepsin G inh: 8; CatB mix inh: 2

How did COc1cc(C(=O)OCC(=O)c2cc(C)n(C)c2C)cc(NC(=O)c2ccco2)c1OC do in these assays?
C1s block: 2; CatS inh: -3; PKA inh: 2; ROCK2 inh: 2; CatB inh: 2; HER2 expr 66K: 61; Cathepsin G inh: 6; CatB mix inh: -1

Results for CC(=O)N[C@H]1C[C@@H]1c1ccccc1 ?
C1s block: -33; CatS inh: 5; PKA inh: 4; ROCK2 inh: 8; CatB inh: 6; CatL inh: 11; HER2 expr 66K: 79; Cathepsin G inh: -2; CatB mix inh: 5

What do the screens show for `CCOC(=O)N1CCN(C(=O)c2ccc3c(=O)n(CCOC)c(=O)[nH]c3c2)CC1`?
C1s block: -2; CatS inh: 2; PKA inh: 4; CatB inh: 5; CatL inh: 4; HER2 expr 66K: 86; Cathepsin G inh: 1; CatB mix inh: 2

Results for Cc1ccc(-n2ncc3c(NCc4cccnc4)ncnc32)c(C)c1 ?
PKA inh: -1; ROCK2 inh: -19; CatB inh: 1; CatL inh: 18; HER2 expr 66K: 68

What do the screens show for `Cc1cc(C)n(C(=O)CCCC(=O)n2nc(C)cc2C)n1`?
C1s block: 13; CatS inh: 3; PKA inh: 10; CatB inh: 0; CatL inh: 9; HER2 expr 66K: 69; Cathepsin G inh: 9; CatB mix inh: 3

Results for Cn1c(=O)c2c(nc(N3CCN(Cc4ccccc4)CC3)n2CCSc2ncccn2)n(C)c1=O ?
C1s block: 14; CatS inh: 0; PKA inh: -5; ROCK2 inh: -2; CatB inh: 1; CatL inh: 5; HER2 expr 66K: 70; Cathepsin G inh: 9; CatB mix inh: 5

Results for COc1ccc2c(CCNC(=O)c3ccco3)c[nH]c2c1 ?
C1s block: -8; CatS inh: 0; PKA inh: 5; ROCK2 inh: 3; CatB inh: 2; CatL inh: 1; HER2 expr 66K: 79; Cathepsin G inh: 8; CatB mix inh: 5

What do the screens show for `CC(NC(=O)c1cccs1)C(=O)NC1=NCCS1` (stereo not given)?
C1s block: -6; CatS inh: 4; PKA inh: 10; ROCK2 inh: 7; CatB inh: -6; CatL inh: 2; HER2 expr 66K: 122; Cathepsin G inh: -1; CatB mix inh: 7

Results for NC(=O)CSc1nnc(Cn2c(=O)sc3ccccc32)n1-c1ccccc1 ?
C1s block: -36; CatS inh: 4; PKA inh: 9; ROCK2 inh: -4; CatB inh: 4; CatL inh: 5; HER2 expr 66K: 60; Cathepsin G inh: -6; CatB mix inh: 2

How did c1ccc(-c2csc3nnc(SCc4ccc5c(c4)OCO5)n23)cc1 do in these assays?
C1s block: 1; CatS inh: -1; PKA inh: -1; ROCK2 inh: 1; CatB inh: 4; HER2 expr 66K: 90; Cathepsin G inh: -1; CatB mix inh: 2

What do the screens show for `CC(C)COP(=O)(c1ccc(N(C)C)cc1)C(O)c1ccncc1` (stereo not given)?
C1s block: 10; CatS inh: -3; PKA inh: -11; ROCK2 inh: -5; CatB inh: 2; CatL inh: 0; HER2 expr 66K: 153; Cathepsin G inh: 11; CatB mix inh: 3

How did COc1ccc2c(c1)OC1(C)CC2C(C(=O)c2ccccc2OC)C(=O)N1 (stereo not given) do in these assays?
C1s block: 8; CatS inh: 10; PKA inh: 8; ROCK2 inh: 3; CatB inh: 5; CatL inh: 13; HER2 expr 66K: 89; Cathepsin G inh: 10; CatB mix inh: 1

How did COC(=O)c1[nH]c2cc(OC)ccc2c1NC(=O)c1ccc2c(c1)OCO2 do in these assays?
C1s block: 3; CatS inh: 1; PKA inh: 1; CatB inh: 1; CatL inh: -9; HER2 expr 66K: 258; Cathepsin G inh: 8; CatB mix inh: 1

How did CCOC(=O)c1[nH]c2cc(OC)c(OC)cc2c1NC(=O)C(C)N1CCN(Cc2ccccc2)CC1 (stereo not given) do in these assays?
C1s block: -13; CatS inh: 6; PKA inh: -9; ROCK2 inh: -4; CatB inh: 0; CatL inh: -113; HER2 expr 66K: 101; Cathepsin G inh: -8; CatB mix inh: 1

What do the screens show for `CC(CCc1ccco1)NC(=O)Nc1cccc(F)c1` (stereo not given)?
C1s block: -7; CatS inh: 9; PKA inh: 6; ROCK2 inh: 16; CatB inh: -1; CatL inh: 0; HER2 expr 66K: 94; Cathepsin G inh: -2; CatB mix inh: 6
